# Source: PubChem BioAssay (several laboratories)
# TRPM1 prom inh = MITF TRPM1 promoter inhibition in SK-MEL-5 cells. hit rate 0.83% among 330,000. AID 488899. SK-MEL-5 TRPM1 promoter luciferase, 24 h. inhibition, % at 12.5 µM;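 active = mean inhibition across replicates of 60% or more, whatever share of single replicates reaches that level; inconclusive = some that reach 60%, reason not given; inactive = mean inhibition across replicates below 60%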; also: values of inactives mirror those of a sister screen read the other way
# hiPSC survival = hiPSC single-cell survival enhancement. survival enhancement, % at 20 µM. ATPlite luminescence; 100% = ROCK inhibitor wells, 0% = DMSO. hit rate 0.044% among 360,000; in the data active = survival enhancement above about 18%;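 also: cells exposed to compounds for 16 hours before the ATP read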
# TWEAK Fn14 block = inhibitors of TWEAK-Fn14 interaction signaling; TWEAK-stimulated Fn14 reporter cells, luciferase luminescence, 8 h; inhibition, % at 10 µM; hit rate 2% among 360,000; AID 1159606; in the data active = inhibition above about 50%
# NR2E3 ag-1 = human photoreceptor-specific nuclear receptor agonism | Q9Y5X4 | CHO-S Gal4-NCOR/VP16-NR2E3 two-hybrid, luciferase | inhibition of corepressor binding, % at 3.98 µM | hit rate 0.35% among 360,000 | AID 602229;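 active = inhibition above the mean of all tested compounds plus 3 SD, cut at about 70% in these data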;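 also: 0% = DMSO with NR2E3 transfected cells and 100% = cells lacking NR2E3 construct; higher means lower luciferase signal from less NR2E3 corepressor binding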
# Target sequence (Q9Y5X4 whole entry, looked up, the tested form may be a part): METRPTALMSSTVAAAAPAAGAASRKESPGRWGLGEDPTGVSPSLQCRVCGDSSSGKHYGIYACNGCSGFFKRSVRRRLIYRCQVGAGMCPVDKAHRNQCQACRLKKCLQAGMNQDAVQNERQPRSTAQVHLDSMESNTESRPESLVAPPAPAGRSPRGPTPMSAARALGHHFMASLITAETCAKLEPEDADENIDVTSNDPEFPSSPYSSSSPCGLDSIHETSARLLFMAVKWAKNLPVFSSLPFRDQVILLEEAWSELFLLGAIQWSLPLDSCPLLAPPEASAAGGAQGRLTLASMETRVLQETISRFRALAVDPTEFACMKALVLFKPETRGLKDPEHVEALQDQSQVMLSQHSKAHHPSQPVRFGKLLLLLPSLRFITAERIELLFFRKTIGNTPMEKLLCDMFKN
# CF NFkB block = blocks PAF-induced NF-kB reporter in cystic fibrosis cells | inhibition, % at 5 µM | KKLEB NF-kB-GFP reporter, GFP fluorescence overnight | hit rate 0.86% among 360,000;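 active = at least 50% inhibition at 5 µM, scaled per plate between neutral and stimulator controls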;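 also: PAF is a Pseudomonas aeruginosa culture filtrate used as stimulus; plate controls were PAF-stimulated DMSO wells for no effect and unstimulated DMSO wells for full effect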
# NR2E3 ag-2 = NR2E3 (human) agonism; Q9Y5X4; inhibition of corepressor binding, % at 4.78 µM; GST-NR2E3/biotin-RetCOR TR-FRET, 1536-well; AID 2300; hit rate 0.12% among 320,000;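 active = percent inhibition above the cutoff of mean plus 3 SD of all tested compounds, set per screening campaign, cut at about 20% in these data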;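 also: 0% = DMSO wells and 100% = biotin wells as full block of FRET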
#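 Assay system: NR2E3–RetCOR corepressor complex. Quantity: 1.35 nM GST-NR2E3. Buffer or medium: pH 7.5 Tris-based buffer. Reagent: biotinylated RetCOR corepressor at 7 nM final. Schedule: 5 h at 4 °C. Detection: TR-FRET, emission read at 617 and 671 nm. Replicates: one well per compound, singlicate testing.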
# Peg3 prom inh = Peg3 promoter activity inhibition. hit rate 1.7% among 360,000. AID 588405. HeLa PEG-Prom luciferase reporter, luminescence, overnight. inhibition, % at 20 µM;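 active = inhibition of at least 50% at 20 µM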
# HIF-2a inh = inhibitors of HIF-2a. inhibition, % at 18.8 µM. hit rate 0.72% among 360,000. 786-0 RCC cells HIF-2a reporter, luciferase luminescence, overnight;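 active = inhibition of the luminescence signal of 40% or more relative to plate controls, in a single-dose primary screen at 18.75 µM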
# KKLEB cytotox = reduces viability of KKLEB cystic fibrosis airway cells. activity change (cytotoxicity), % at 5 µM. hit rate 0.36% among 360,000. KKLEB CF airway cells viability, ATPlite luminescence, overnight; active compounds read low; cells stimulated with P. aeruginosa culture filtrate;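 active = corrected activity change at or below -50% at 5 µM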
# aDG glyco up = alpha-DG glycosylation activation; Pro5-aDG cells, alpha-DG glycosylation AlphaScreen (IIH6); 0% Pro5, 100% B10-LARGE cell signal; activation, % at 10 µM; hit rate 0.22% among 360,000; AID 624168;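 active = activation of at least 8% versus controls, or a plate z-score of at least 8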;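 also: Pro5 are CHO cells carrying HIG-tagged alpha-DG that lacks glycosylation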
# Shn3 3UTR inh = reduces Shn3 3'UTR luciferase signal in osteoblasts; Clone20 osteoblast Shn3 3'UTR firefly luciferase, 24 h; inhibition, % at 12.5 µM; hit rate 0.52% among 360,000;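 active = mean inhibition of at least 75% with every replicate also reaching 75%; inconclusive = mean inhibition at least 75% but some replicate below; inactive = mean inhibition below 75%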;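 also: 0% = median of neutral control wells and 100% = pilot-screen positive control compound; some compounds past the cut are filed as inactive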
# The depositor's hits bear a star; ? = inconclusive; / = no result given.
# Sample of the layout (two entries):
# Values run as follows: TRPM1 prom inh	hiPSC survival	TWEAK Fn14 block	NR2E3 ag-1	CF NFkB block	NR2E3 ag-2	Peg3 prom inh	HIF-2a inh	KKLEB cytotox	aDG glyco up	Shn3 3UTR inh
CC(=O)Nc1ccc(S(=O)(=O)NCCC(=O)OC(C)C(=O)NC2(C#N)CCCCC2)cc1 (centres undefined)
→ /	0.9	5	-20	-11	2	-5	9	-1	-0.2	10
COc1ccc2nc(SCC(=O)NN)cc(C)c2c1
→ 6	0.8	-15	-28	-25	-1	7	13	20	-0.1	9

# The list itself, from the first entry:
# Values run as follows: TRPM1 prom inh	hiPSC survival	TWEAK Fn14 block	NR2E3 ag-1	CF NFkB block	NR2E3 ag-2	Peg3 prom inh	HIF-2a inh	KKLEB cytotox	aDG glyco up	Shn3 3UTR inh
CC(=O)Nc1ccc(S(=O)(=O)NCCC(=O)OC(C)C(=O)NC2(C#N)CCCCC2)cc1 (centres undefined)
→ /	0.9	5	-20	-11	2	-5	9	-1	-0.2	10
COc1ccc2nc(SCC(=O)NN)cc(C)c2c1
→ 6	0.8	-15	-28	-25	-1	7	13	20	-0.1	9
CCOC(=O)[C@H]1[C@H]2COc3ccc(Br)cc3[C@@H]2N2C(=O)CN(CC3CCCO3)C(=O)[C@@]12C (some centres undefined)
→ -2	-2.6	1	1	6	-9	-5	11	0	-0.1	5
CCOC(=O)c1nn(-c2ccc(F)cc2)c(=O)c2c(N)scc12
→ 3	-0.4	3	-4	5	-3	3	13	-3	0.0	13
N#Cc1cc2cc3c(cc2nc1SCC(=O)N1CCCC1)OCCO3
→ -75	-0.7	36	-82	1	-1	-276	-193	3	0.3	-78
Cc1cnc(C(=O)OC(C)C(=O)NCc2ccccc2)cn1 (centres undefined)
→ -2	0.6	-1	0	-20	-1	-11	3	11	0.4	7
O=C(Cn1cnc2cc([N+](=O)[O-])ccc2c1=O)Nc1cccc(S(=O)(=O)N2CCOCC2)c1
→ 5	-3.7	6	-7	-18	0	11	-1	17	-0.6	-6
CCOC(=O)c1cnc2c(-c3ccccc3)c(C)nn2c1N
→ -55	-1.3	6	-25	-18	4	-76	-78	11	-0.2	-41
CCc1nc2ccc(C(=O)Nc3ccc(OC)c(OC)c3)cn2c1N(CC)Cc1ccc(OC)c(OC)c1
→ /	2.4	0	-2	39	/	-4	-8	-28	0.1	-2
COc1ccc(Cn2nnnc2CN(CCCN2CCOCC2)Cc2cc3cc(OC)ccc3[nH]c2=O)cc1
→ -13	-0.6	12	-32	10	2	13	16	-5	-0.1	-4
CCOCCCNCc1cc(Cl)cc(Cl)c1OCC
→ -11	-0.6	12	-42	3	0	15	3	1	0.1	/
OCC1(Cc2cccc(C(F)(F)F)c2)CCN(Cc2cc3ccccc3o2)CC1
→ 9	-0.4	20	16	15	0	23	17	-20	0.2	-6
CCOC(=O)C1(CCOc2ccccc2)CCN(Cc2cccc(OC)c2O)CC1
→ 9	-0.3	16	3	-24	6	7	-1	3	0.3	29
COc1ccc(S(=O)(=O)Cc2ccccc2)cc1N
→ -28	-2.3	0	0	10	-3	-12	-39	-4	-0.1	-5
O=C(Nc1ccccc1)Oc1ccc[nH]c1=O
→ -6	-0.4	16	-14	2	1	-32	-61	6	0.0	1
CCN(C(=O)CSc1nc2ccccc2n1CC)C1CCS(=O)(=O)C1 (centres undefined)
→ 1	0.7	1	-20	8	3	11	11	-2	0.1	-29
COC(=O)c1ccc(Cl)cc1N(Cc1c(F)cccc1Cl)S(C)(=O)=O
→ -7	0.4	-6	13	7	0	7	12	2	0.0	/
Cc1ccc2nc(C(F)C(F)(F)F)[nH]c2c1 (centres undefined)
→ -6	0.4	5	-7	-13	1	-38	-63	4	-0.3	-16
Cc1ccccc1OCC(O)Cn1c2ccccc2c2ccccc21 (centres undefined)
→ -10	-2.3	-9	-18	4	1	20	-10	6	0.3	5
Cc1ccc2c(c1)/C(=N/OS(=O)(=O)c1ccccc1)CCS2
→ 2	-0.7	21	-14	4	2	8	-3	-14	-0.1	-20
COc1ccc(Cl)cc1NC(=O)CN(C)C(=O)Cn1cnc2c1c(=O)n(C)c(=O)n2C
→ 8	-0.4	5	6	18	-3	4	11	-25	0.8	18
C=CCn1c(N)c(C(=O)Nc2ccc(C)cc2)sc1=S
→ -67	-2.9	-22	-104	-22	2	-111	-111	22	0.3	-27
CC(C)(C)OC(=O)N1CCC(C(=O)Nc2ccc(C(=O)N3CCOCC3)cc2)CC1
→ /	10	-28	-6	11	/	-11	6	-18	-0.1	-19
CCNc1nc(CN2CCCCC2)nc2scc(-c3ccccc3)c12
→ 13	0.2	8	-8	-1	1	11	12	-2	3.9	76
CCOc1ccc(S(=O)(=O)Nc2ccc(C(=O)NCC(c3ccco3)N(C)C)cc2)cc1 (centres undefined)
→ 1	-0.4	5	15	-7	-3	1	-4	1	-0.6	-5
COCCN(C(=O)Nc1ccccc1)c1ccccc1
→ 2	-1.1	-6	-4	11	2	6	-2	-2	-0.2	8
COc1ccc(CCC(=O)N2CC(C)OC(C)C2)cc1 (centres undefined)
→ 8	-1.5	0	2	-7	5	4	1	6	-0.3	4
COc1ccc(N2CCN(C(CNC(=O)c3cccs3)c3ccco3)CC2)cc1 (centres undefined)
→ -22	-0.5	-1	-12	-8	0	-28	-76	2	0.2	-8
O=C1NC[C@H](Cc2ccccc2)N(CCc2cccc(F)c2)C1=O
→ -7	1.5	12	-9	-22	2	3	3	30	-0.1	-16
O=C(Nc1ccc(-n2cc(Cl)cn2)cc1)c1ccncc1
→ -11	1.2	-15	-34	-6	0	-55	-107	0	2.8*	9
Cc1ccc(NC(=O)COC(=O)CNC(=O)c2ccco2)cc1
→ 10	-0.7	-8	5	2	-1	13	16	0	-0.1	-9
CN1CCc2nc(NC(=O)COc3ccc(C#N)cc3)sc2C1
→ 6	-0.3	-25	-12	-11	1	18	10	-3	0.0	10
C/C=C/C1=CC(=O)C[C@H](c2ccc(F)cc2)C1
→ 2	-2.7	3	-1	-7	-7	9	8	-6	0.2	-1
CCC(=O)NNc1nc2c(F)cc(F)cc2s1
→ /	0.9	-9	-25	-11	-2	-4	12	13	-0.1	-8
NCCCCCc1nnc(SCc2ccccc2Cl)o1
→ 25	-0.3	3	13	-20	-1	13	68*	-1	0.0	26
CCOC(=O)c1c(C)[nH]c(C)c1C(=O)COC(=O)/C=C/c1ccc(OC)cc1
→ 17	-0.5	1	-41	3	/	18	13	-12	-0.4	20
N#CCCN(C(=O)COC(=O)CCc1c[nH]c2ccccc12)c1ccc(F)cc1
→ 19	-0.4	12	-14	4	-1	28	24	8	-0.1	-3
Cc1nn(CC(=O)NCC(C)c2ccccc2)c(=O)c2cccn12 (centres undefined)
→ -4	-0.5	-7	-37	-24	1	4	4	12	0.4	-12
CCCCN(C(=O)C(C)Oc1ccc(Cl)cc1)c1c(N)n(CCCC)c(=O)[nH]c1=O (centres undefined)
→ 3	-0.4	7	-12	-4	-4	9	16	-3	-0.2	-4
Clc1ccccc1OCc1nnc2n1CCCCC2
→ -1	0.1	-14	-9	-11	1	-9	-14	2	0.0	-11
CN(Cc1ccccc1)C(=O)c1nc[nH]c1C(=O)N(C)Cc1ccccc1
→ -10	3.6	11	-6	25	0	1	2	-8	0.0	12
NCCCSC1=NCCCN1
→ -1	-1.9	3	4	1	2	4	17	-6	0.3	-12
COc1ccccc1NC(=O)CNS(=O)(=O)c1ccccc1
→ 0	-1.3	-20	8	5	3	1	-12	2	0.0	26
Cc1ccc(C)c(N(CC(=O)NC(C)(C)C)C(=O)CCC(=O)Nc2nccs2)c1
→ -2	0.1	5	2	-8	2	14	9	11	0.2	-8
Cc1cc(C)nc(N(C#N)CC(=O)N2CCC(C(N)=O)CC2)n1
→ -2	1.4	-21	4	2	2	4	12	8	0.2	-2
COc1ccccc1N1CCN(CC(=O)Nc2ccc(Cl)c(C(F)(F)F)c2)CC1
→ 10	-2.9	-8	12	3	-7	-67	9	-13	0.1	4
O=C1c2ccccc2C(=O)N1CCCCCCN1C(=O)c2ccccc2C1=O
→ 8	1.6	4	-8	-6	/	8	-6	0	-0.1	-27
Cc1ccc(C(C)n2cc(C(=O)NCc3cccnc3)nn2)cc1 (centres undefined)
→ -1	-0.2	5	34	2	0	25	2	0	0.4	-3
CCN(C(=O)c1ccnn1C)c1ccccc1
→ 1	2.0	-6	-5	-1	-3	8	13	3	0.0	-1
CCOc1cc(N(CC)CC)ccc1/C=C(/C#N)c1nc2ccccc2[nH]1
→ -26	-4.0	69*	7	-34	0	-136	-99	4	-0.1	-8

# The list continues.
# Values run as follows: TRPM1 prom inh	hiPSC survival	TWEAK Fn14 block	NR2E3 ag-1	CF NFkB block	NR2E3 ag-2	Peg3 prom inh	HIF-2a inh	KKLEB cytotox	aDG glyco up	Shn3 3UTR inh
COc1ccc(OC)c(S(=O)(=O)N2CCC(C(=O)NCc3ccccn3)CC2)c1
→ 18	0.4	-9	-32	4	-1	1	7	10	-0.1	-11
COc1ccc(S(=O)(=O)N2CCOCC2)cc1NC(=O)CSc1nnc2c(n1)[nH]c1ccccc12
→ 16	-0.2	4	1	-1	-4	19	6	-10	0.1	-8
CC(NC(=O)CCC(=O)c1cccs1)c1ccccc1 (centres undefined)
→ -1	-0.3	16	17	-10	0	-2	-8	-1	0.0	-6
COc1cccc(CN2CC(C(=O)NCc3ccc(C)c(F)c3)CCC2=O)c1 (centres undefined)
→ 5	0.8	12	-20	-13	-2	-13	-25	8	0.2	-3
Cc1cc(C)c(S(=O)(=O)Nc2ccc3c4c(cccc24)CC3)c(C)c1
→ ?	-3.9	28	46	57*	5	16	18	-34	-0.4	30
Cc1cc(C)cc(NC(=O)CCCn2nc(C)c3c(C)n(-c4ccccc4)nc3c2=O)c1
→ 10	-0.5	-2	0	-8	1	33	17	12	0.0	-22
COC(=O)CCCn1cc(CN(C)C2CN(Cc3cn(CCCC(=O)OC)nn3)S(=O)(=O)C2)nn1 (centres undefined)
→ /	-0.3	8	-10	/	/	/	10	/	0.1	/
CCc1nc(Nc2cc(OC)ccc2OC)c2oc3ccccc3c2n1
→ -7	0.3	-5	-56	13	5	-13	-3	-16	0.0	24
O=C1SCC(c2ccccc2)=NN1Cc1ccccc1
→ 14	-2.6	3	-24	1	0	8	-34	0	-0.2	-19
Clc1ccc(Cc2noc(CN3CCN(c4ccccc4)CC3)n2)c(Cl)c1
→ 4	-0.9	-3	14	-19	1	54*	12	-2	0.4	-12
N#CC(c1ccccc1)c1cnccn1 (centres undefined)
→ -7	-2.9	-6	-8	-5	-3	-1	1	-3	0.1	-5
Cn1c(CCc2nc3ccccc3[nH]2)nnc1SCC#N
→ 11	-0.3	16	14	14	3	-17	8	0	-0.4	-5
COc1ccccc1NC(=O)Nc1cnccn1
→ 29	-1.9	-9	9	3	-1	-29	-34	11	-0.3	2
COC(=O)[C@@]1(Cc2ccc(OC)cc2)[C@H]2c3cc(C(=O)N4CCCC4)n(Cc4ccccc4)c3C[C@H]2CN1C(=O)c1ccccc1
→ /	-0.5	13	-21	/	/	/	-20	/	-0.4	/
